PLC-gamma1 inh = PLC-gamma1 (human) inhibition, primary screen. P19174. purified PLC-gamma1, fluorogenic substrate, fluorescence. inhibition, % at 12.2 µM. 370,000 tested, 0.84% active; in the data active = inhibition above about 9.5%
ASAP1 inh = ASAP1 ArfGAP inhibition | Q9ULH1 | ASAP1-stimulated ARF1 GTP hydrolysis, GDP FP detection | inhibition, % at 16.5 µM | 360,000 tested, 0.19% active | AID 624377; in the data active = inhibition above about 25%;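 also: 0% = vehicle with enzyme and substrate and 100% = no enzyme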
sPLA2-III inh = Blocks human group III sPLA2 activity; Q9NZ20; QFRET BODIPY PC-A2 liposome hydrolysis, fluorescence; inhibition, % at 12.2 µM; 370,000 tested, 0.56% active;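 active = inhibition above mean plus 3 SD of compounds lying within the high and low control bounds, cut at about 19% in these data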;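 also: 0% = median of test compound wells and 100% = no enzyme DMSO wells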
Target sequence (Q9NZ20 whole entry, looked up): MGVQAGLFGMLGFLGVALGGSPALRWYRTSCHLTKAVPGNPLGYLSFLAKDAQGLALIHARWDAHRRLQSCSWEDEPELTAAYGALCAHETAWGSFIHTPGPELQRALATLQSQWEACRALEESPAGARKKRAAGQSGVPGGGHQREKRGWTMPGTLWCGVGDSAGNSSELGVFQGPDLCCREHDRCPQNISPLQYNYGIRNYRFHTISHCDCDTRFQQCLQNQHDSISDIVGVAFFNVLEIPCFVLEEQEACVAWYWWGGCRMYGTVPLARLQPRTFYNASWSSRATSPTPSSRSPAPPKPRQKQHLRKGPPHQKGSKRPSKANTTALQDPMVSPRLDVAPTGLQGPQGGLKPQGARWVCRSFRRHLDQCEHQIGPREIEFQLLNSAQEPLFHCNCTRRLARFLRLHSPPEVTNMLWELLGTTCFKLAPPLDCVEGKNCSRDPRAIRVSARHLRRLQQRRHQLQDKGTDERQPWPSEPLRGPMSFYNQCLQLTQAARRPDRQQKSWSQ
Tn7 DDE FP = disrupts Tn7 cyclic peptide binding to fibrin D-Dimer-E complex; P02675; inhibition, % at 8.3 µM; FP displacement of FITC-Tn7 peptide from fibrin DD(E); 0% = median of compound wells per plate; 370,000 tested, 0.13% active;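 active = inhibition above the mean of compounds falling within the control limits plus 3 SD of them, cut at about 14% in these data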;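 also: 0% = plate median of compound wells and 100% = 10 µM Aha-Tn7 peptide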
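Assay system: Fibrin-DD(E) protein isolated from polymerized human fibrin clots; read-out basis: percent inhibition; medium: Tris/NaCl/CaCl2 buffer, pH 7.8; signal: FP measurement; incubation: 10 min plus 3 h, room temperature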
DDE Tn6 FP inh = disrupts Tn6 cyclic peptide binding to fibrin D-Dimer-E complex; inhibition, % at 8.3 µM; 370,000 tested, 0.21% active; P02675; Fibrin DD(E) TRITC-Tn6 fluorescence polarization displacement;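 active = inhibition above a per-campaign cutoff: mean of compounds within control limits plus 3 SD, cut at about 15% in these data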;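 also: 0% = median of all compound wells on the plate and 100% = blocking peptide control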
proKLK7 act = proKLK7 (human) activation, primary screen | P49862 | purified proKLK7, EDANS-DABCYL substrate fluorescence; 100% is mature enzyme control, 0% vehicle | activation, % at 7 µM | 370,000 tested, 0.9% active | AID 652039;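 active = activation above the mean of all tested compounds plus 3 SD, computed per campaign excluding outliers beyond control limits, cut at about 13% in these data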
Target sequence (P49862 whole entry, looked up): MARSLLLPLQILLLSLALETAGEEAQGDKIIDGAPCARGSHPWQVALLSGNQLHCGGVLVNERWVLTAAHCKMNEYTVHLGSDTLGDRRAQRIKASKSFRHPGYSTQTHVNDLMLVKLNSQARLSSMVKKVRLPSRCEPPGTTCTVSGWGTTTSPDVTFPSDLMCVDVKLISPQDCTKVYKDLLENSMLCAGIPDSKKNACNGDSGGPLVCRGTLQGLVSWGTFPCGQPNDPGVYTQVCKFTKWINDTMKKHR
PLCb3 inh = inhibitors of human phospholipase C beta3; Purified PLC-beta3, fluorogenic substrate, fluorescence; 370,000 tested, 0.18% active; Q01970; AID 720704; inhibition, % at 12.2 µM; in the data active = inhibition above about 11%;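 also: 0% = median of compound wells on plate and 100% = full blocker control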
Rev-erbA mod = Rev-erb alpha (human) modulation; P20393; activity, % at 10 µM; 370,000 tested, 0.79% active; Rev-erbα–FITC-DNA binding, fluorescence polarization, 90 min; AID 1259318;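 active = activity above about 14%, limit read from the data; passing the limit was not always enough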;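 also: 0% = DMSO wells with 35 nM protein and 100% = DMSO wells with 750 nM protein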
UHRF1 binding = blocks human UHRF1 binding to methylated DNA. Q96T88. UHRF1 binding to methylated oligo, TR-FRET. inhibition, % at 4.4 µM. 370,000 tested, 0.75% active; in the data active = inhibition above about 21%;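 also: UHRF1 SRA domain binding a hemimethylated CpG hairpin DNA probe; 0% = median of test compound wells and 100% = reference inhibitor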
ARFGAP1 inhibitor = inhibits rat ARF GTPase activating protein 1; Q62848; Arfgap1-stimulated ARF1 GTP hydrolysis, GDP FP detection; inhibition, % at 16.5 µM; 360,000 tested, 0.26% active;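 active = inhibition above a per-plate limit, mean inhibition of low control wells plus 3 SD, cut at about 25% in these data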;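 also: 0% = DMSO wells with enzyme and 100% = wells lacking Arfgap1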
Target sequence (Q62848 1-136 limits assumed): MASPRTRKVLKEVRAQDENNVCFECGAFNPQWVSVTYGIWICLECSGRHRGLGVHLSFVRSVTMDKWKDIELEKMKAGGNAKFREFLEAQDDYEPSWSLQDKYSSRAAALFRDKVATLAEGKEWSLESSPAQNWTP
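system = rat Arfgap1 catalytic domain, aa 1-136 | technique = FP, GDP Alexa 633 tracer displaced from anti-GDP antibody, 620/688 nm | compound = one concentration, 16.5 µM, DMSO 1.26% | medium = HEPES-based buffer, pH 7.5 | timing = compound-enzyme preincubation 20 min, reaction 120 min, detection 60 min, 25 °C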
Starred values were filed as active, the others as inactive; i = inactive; . = no result given; & = joins results of further samples. This is a random part of the collection; any-hit rate near 4.5%.

SMILES	PLC-gamma1 inh	ASAP1 inh	sPLA2-III inh	Tn7 DDE FP	DDE Tn6 FP inh	proKLK7 act	PLCb3 inh	Rev-erbA mod	UHRF1 binding	ARFGAP1 inhibitor
O=C(Nc1ccc(Oc2ccc(Br)cc2)cc1)C1=CC=CN2CCS(=O)(=O)N=C12	-1	8	9	-7	-3	-0.6	-3	6	-1	-14
COc1ccc(NC(=S)N2CCC(NC(=O)c3ccccc3C)CC2)cc1	-1	-12	3	-1	-15	-0.5	-3	2	0	12
Cc1cc(OCC(=O)NNC(=S)NC(=O)c2ccc(Br)o2)ccc1Cl	3	15	16	1	-2	0.8	-12	0	-2	-4
COc1ccccc1CNC(=O)CCS(=O)(=O)c1ccc2c(c1)CC(C)N2C(=O)C1CC1 (stereo unspecified)	1	-10	6	1	2	0.1	-4	0	0	1
CCOc1cc(/C=N/NC(=O)Cc2ccc(C(F)(F)F)cc2[N+](=O)[O-])ccc1O	2	-5	-2	2	-2	0.0	-10	5	3	-8
Cc1cc(C)cc(N(C(C)C(=O)NCc2ccc3c(c2)OCO3)S(C)(=O)=O)c1 (stereo unspecified)	0	-3	-1	-3	-2	-0.2	5	5	2	14
COc1cccc(C(=O)/C=C2\Sc3ccccc3N2C)c1	-95	9	2	2	2	2.1	-104	5	-2	-3
COC(=O)c1ccc(NC(=O)c2cc3c(CO)cnc(C)c3oc2=Nc2cccc(C(N)=O)c2)cc1	0	-20	4	6	-5	0.9	1	-39	1	6
CCOC(=O)c1cn[nH]c1N	1	-12	2	6	9	0.6	1	1	-1	-6
CC(C)NC(=O)c1ccccc1NC(=O)Cc1ccc([N+](=O)[O-])cc1	0	7	4	1	-3	0.3	-7	3	2	6
O=C(NC(Cc1ccccc1)C(=O)O)/C(=C/c1ccc([N+](=O)[O-])cc1)NC(=O)c1ccco1 (stereo unspecified)	-14	3	0	1	10	-0.3	-25	0	-4	17
CN(C(=O)CCCN1C(=O)c2cccc3cccc(c23)C1=O)c1ccccc1	-5	8	-4	-5	0	0.2	-3	-2	-3	-3
CCC(=O)CCC(=O)c1ccc2ccccc2c1	-18	-6	-8	4	2	1.0	-17	-1	-6	7
O=C1CN(C(=O)c2ccc(Cl)c(S(=O)(=O)N3CCc4ccccc43)c2)c2ccccc2N1	0	-5	-8	8	-4	-0.1	-12	-5	2	-8
Fc1cccc(CSc2ncnc3c2ncn3C2CCCCO2)c1 (stereo unspecified)	-1	-1	-11	4	12	-0.5	4	-2	0	6
CCN(C(=O)COC(=O)CNS(=O)(=O)c1ccc(C)cc1)C1CCS(=O)(=O)C1 (stereo unspecified)	9	6	14	4	-3	-0.8	0	5	6	16
CCOC(=O)C1=C(CN2CCN(C(=O)OCC)CC2)NC(=O)NC1c1ccc2c(c1)OCO2 (stereo unspecified)	0	10	-3	1	-2	-0.4	-6	-3	1	8
CCOC(=O)N1CCC(NC(=O)c2cc(S(=O)(=O)N3CCc4ccccc43)cn2C)CC1	1	-10	-1	2	0	0.3	0	-1	-1	-12
COc1cccc(CNC(=O)CCC2CCCN(C(=O)C3=CC(=O)CC(C)(C)O3)C2)c1 (stereo unspecified)	0	-9	-1	-2	0	0.5	3	-3	0	3
CN(C)S(=O)(=O)c1cccc(NC(=O)COC(=O)c2c[nH]c(=O)[nH]c2=O)c1	2	11	2	4	-3	0.7	-5	-2	-2	6
CC1CC(C)CN(C(=O)c2cccc(S(=O)(=O)NCc3ccccc3)c2)C1 (stereo unspecified)	-1	-10	0	5	9	-0.5	-8	4	-1	6
CCOC(=O)CC[C@@H]1CC[C@]2(CCCN(C(=O)c3ccc4ccccc4n3)C2)O1	0	.	5	0	1	0.4	0	5	-2	.
CC(=O)c1cccc(NS(=O)(=O)N2CCOCC2)c1	1	3	0	-6	-3	0.2	-4	1	-3	6
CCOC(=O)c1cnc(-n2nc(C)cc2C)nc1Oc1ccc(C#N)cc1	0	5	-3	9	-6	-0.4	2	0	1	4
C=C1C(=O)[C@]23C[C@H]1CCC2[C@@]1(C)C(C[C@@H]3O)[C@](C)(C(=O)O)C[C@H](O)[C@@H]1O (stereo partly specified)	1	0	13	-10	-7	-0.1	3	1	4	10

Complete entries from above:
CCOC(=O)C1=C(CN2CCN(C(=O)OCC)CC2)NC(=O)NC1c1ccc2c(c1)OCO2 (stereo unspecified) as listed: PLC-gamma1 inh: 0; ASAP1 inh: 10; sPLA2-III inh: -3; Tn7 DDE FP: 1; DDE Tn6 FP inh: -2; proKLK7 act: -0.4; PLCb3 inh: -6; Rev-erbA mod: -3; UHRF1 binding: 1; ARFGAP1 inhibitor: 8
Cc1cc(OCC(=O)NNC(=S)NC(=O)c2ccc(Br)o2)ccc1Cl as listed: PLC-gamma1 inh: 3; ASAP1 inh: 15; sPLA2-III inh: 16; Tn7 DDE FP: 1; DDE Tn6 FP inh: -2; proKLK7 act: 0.8; PLCb3 inh: -12; Rev-erbA mod: 0; UHRF1 binding: -2; ARFGAP1 inhibitor: -4

Other entries follow.
SMILES	PLC-gamma1 inh	ASAP1 inh	sPLA2-III inh	Tn7 DDE FP	DDE Tn6 FP inh	proKLK7 act	PLCb3 inh	Rev-erbA mod	UHRF1 binding	ARFGAP1 inhibitor
COC1OC2COC(c3ccccc3)OC2C(NC(C)=O)C1OC(C)=O (stereo unspecified)	10*	-16	3	2	-2	-0.5	14*	2	1	1
c1ccc2[nH]c(CNc3nc(N4CCOCC4)nc4c3ncn4-c3ccsc3)nc2c1	-2	.	-2	-4	-3	.	-4	-3	3	.
CCOC(=O)c1nn(-c2ccc(C)c(C)c2)c(=O)c2c(N)scc12	-71	12	1	-4	-3	2.7	-93	-2	1	-5
Cc1c(NC(=O)CN2C(=O)NC(C)(c3ccc(Cl)cc3)C2=O)c(=O)n(-c2ccccc2)n1C (stereo unspecified)	2	0	1	5	2	0.4	-7	-2	-4	-17
Cc1nn(-c2ccccc2)c(Cl)c1/C=N/Nc1nnc(C)c(=O)[nH]1	-6	-14	-1	-1	4	0.4	4	15	-4	11
CCN(CC)CCN1C(=O)c2ccccc2NC1c1ccc(Br)cc1 (stereo unspecified)	-445	10	-7	-3	0	61*	i	-8	2	-6
C/C(NC(=O)c1cccc(F)c1)=C1/C(=O)C[C@@H]2[C@H]1C2(C)C	-2	-7	-2	-6	5	-0.3	-1	7	0	0
COc1cc(OC)c(C2=NOC(C(=O)Nc3cc(C)nn3-c3ccccc3)C2)cc1Cl (stereo unspecified)	-2	4	-3	5	4	0.3	1	1	-3	-3
O=C(NCCOCCOCCNC(=O)c1ccccc1)c1ccccc1	1	-4	-2	1	5	0.1	3	4	-3	7
CC(CC(=O)Nc1ccc2c(c1)c(=O)n(C)n2Cc1ccc(F)cc1)C(F)(F)F (stereo unspecified)	-273	-5	2	2	1	16*	-353	2	0	6
COCc1cc(=O)n2[nH]c(C)nc2n1	4	2	2	3	2	-0.7	4	2	-1	-7
CC1CCN(CC(=O)Nc2nn(-c3ccccc3)nc2C(N)=O)CC1	5	-9	2	-6	-1	-0.2	8	-1	4	6
COc1ccc(C(C(=O)NC(C)(C)C)n2c(COc3ccc(C)cc3)nc3ccccc32)cc1 (stereo unspecified)	1	6	-5	7	-1	0.5	0	4	-1	5
Cc1[nH]c2ccccc2c1CC(=O)Nc1ccc(Nc2cccnc2)c(-c2ccc(Cl)c(Cl)c2)c1	-16	11	-9	5	4	-5.2	-18	-2	-3	18
CC1CCC/C(=N/Nc2nc3ccccc3s2)C1 (stereo unspecified)	-28	-4	8	-6	-5	-0.4	-34	1	-1	-6
Cc1ccc(CN2CCN(/N=C\c3cccc([N+](=O)[O-])c3)CC2)cc1	2	0	8	-6	-6	0.3	1	-3	-2	-2
Cc1[nH]n(-c2cccc3ccccc23)c(=O)c1C=Nc1ccc2[nH]c(=O)[nH]c2c1	-7	-6	-13	0	-8	0.2	-12	6	-6	-16
NCCCS(=O)(=O)O	3&0	-1&10	-5&7	-3&8	-2&-3	0.0&0.4	2&0	-12&5	-1&1	4&-2
Cc1cc(C)cc(NC2=NC3(CCCCC3)N=C(N)N2)c1	2	-8	2	-8	-7	0.3	4	3	1	0
COCCn1c(N)c(N(Cc2ccccc2)C(=O)C2CCCC2)c(=O)[nH]c1=O	2	7	3	3	-5	-0.7	-4	-8	-3	-9
COC(=O)c1ccccc1NC(=O)c1ccc(-c2ccccc2F)o1	0	-10	1	3	-1	0.4	0	24	-2	6
Cc1ccnc(SCC(N)=O)n1	2	-10	1	3	6	0.2	-5	1	-1	5
COc1ccc2ccccc2c1CN1CCN(C(=O)c2ccccc2)CC1	6	3	-5	-4	1	0.3	4	-1	-1	5
CSc1nnc(Cn2c(=O)sc3ccccc32)n1CCc1ccccc1	4	-14	-10	0	2	0.1	1	2	-3	-3
COc1ccc(CCNC(=O)CSc2nnc3ccc(-c4cccnc4)nn23)cc1OC	-4	8	10	0	-7	-0.3	-18	-3	1	5

Additional compounds.
SMILES	PLC-gamma1 inh	ASAP1 inh	sPLA2-III inh	Tn7 DDE FP	DDE Tn6 FP inh	proKLK7 act	PLCb3 inh	Rev-erbA mod	UHRF1 binding	ARFGAP1 inhibitor
Cc1c(N2C(=O)CS/C2=N\N=C\c2ccc(Br)cc2)c(=O)n(-c2ccccc2)n1C	1	-12	7	11	5	0.8	2	-4	0	2
Cc1cc(OCC(=O)NC2CCCCC2)ccc1Cl	1	-4	4	-6	-3	-1.0	-2	1	-3	0
CCOc1ccc(CN2CCN(C3CCC3)CC2CCO)cc1 (stereo unspecified)	-5	2	-5	5	3	0.7	-7	2	0	3
O=C(Nc1ccc(F)c([N+](=O)[O-])c1)c1ccc2c(c1)OCCO2	2	-1	-2	0	-2	-0.2	1	0	0	-7
COc1cc(NC(=O)C2=C(C)OCCS2)c(Cl)cc1C(=O)NCCN1CCN(C)CC1	7	-12	5	-1	-3	0.4	2	2	1	1
CC(=O)c1cnc2cc(-c3cccc(Br)c3)nn2c1C	-13	10	-5	4	4	0.0	-19	24*	0	4
CCOC(=O)c1sc(N2C(=O)C(O)=C(C(=O)c3ccco3)C2c2ccco2)nc1C (stereo unspecified)	-16	-3	5	-2	-1	0.5	-31	3	1	-2
Cc1cccc(C2(c3cccc(C)c3)OC(=O)c3ccccc32)c1	14*	-3	-1	-9	-4	0.6	9	9	5	-1
O=C(C[C@H]1C(=O)N(CCc2ccccc2)C[C@@H]1Cc1ccccc1)Nc1ccc(Br)cc1	1	4	-19	-2	-6	0.2	1	0	-2	3
CCN(CC)C(=O)C1CCCN(C(=O)Nc2ccc3nsnc3c2)C1 (stereo unspecified)	i	-8	3	-1	8	19*	i	-8	-5	5
Cc1ccc(N2C(=O)c3ccc(C(=O)N4CCOCC4)cc3C2=O)cc1C	1	3	-1	-2	-9	0.1	1	5	0	2
CCOc1ccc(OCCCCOc2ccccc2C(C)=O)cc1	0	-12	-10	9	11	0.0	-2	3	-2	8
CC(C)CC(=O)NC(=S)Nc1sc2c(c1C(N)=O)CCC2	-4	-1	18	-1	-4	-0.9	-8	3	4	10
